Mtb RmlCD inh = blocks M. tuberculosis RmlC and RmlD coupled enzymes. P9WH09+P9WH11. RmlC+RmlD coupled enzyme assay, percent inhibition; primary screen in compound mixtures. inhibition, % at 3.6 µM. 160,000 tested, 0.03% active; in the data active means inhibition mostly above about 34%, no sharp cut-off; further: some results filed as inactive read as strong as hits
Target sequence (P9WH09 whole entry, looked up): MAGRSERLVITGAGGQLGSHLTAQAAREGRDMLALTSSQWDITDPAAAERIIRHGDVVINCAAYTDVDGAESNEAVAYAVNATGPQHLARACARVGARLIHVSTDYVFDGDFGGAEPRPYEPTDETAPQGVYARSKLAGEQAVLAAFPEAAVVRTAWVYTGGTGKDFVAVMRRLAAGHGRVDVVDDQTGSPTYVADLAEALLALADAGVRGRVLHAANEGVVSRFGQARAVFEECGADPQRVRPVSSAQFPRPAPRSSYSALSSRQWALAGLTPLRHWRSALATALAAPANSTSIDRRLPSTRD
Target sequence (P9WH11 whole entry, looked up): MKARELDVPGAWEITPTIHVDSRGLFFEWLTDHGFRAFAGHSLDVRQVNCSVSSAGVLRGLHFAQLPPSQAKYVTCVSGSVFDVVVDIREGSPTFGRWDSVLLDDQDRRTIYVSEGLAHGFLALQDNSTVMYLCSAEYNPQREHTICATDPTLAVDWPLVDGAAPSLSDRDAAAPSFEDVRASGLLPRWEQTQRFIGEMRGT
GlmU inhibition = inhibition of mycobacterial GlmU enzyme – biochemical, glucosamine-1-phosphate acetyltransferase (AID 1376); M. tuberculosis GlmU acetyltransferase enzyme assay; higher % means a stronger effect; inhibition, %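 (tested at 30 µM in the primary screen)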, or IC50 in µM where a hit was titrated; 220,000 tested, 0.25% active; in the data active means inhibition above about 13%;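 further: 0% = complete reaction with vehicle and 100% = reaction without substrate; strong numbers were not always called active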
The depositor's hits bear a star; . = not tested or not shown. This is a subset. The share of hits here may be higher or lower than overall.

Start of the listing, in advance, two compounds:
Value order – Mtb RmlCD inh	GlmU inhibition
COC(=O)c1ccccc1NC(=O)Cn1cc(Br)cn1
 : .	0.2%
COc1ccc(N2C(=O)CC(NNc3ncc(Cl)cc3Cl)C2=O)cc1 (centres undefined)
 : -2.0	2.2%

The list itself, repeating the preview:
Value order – Mtb RmlCD inh	GlmU inhibition
COC(=O)c1ccccc1NC(=O)Cn1cc(Br)cn1
 : .	0.2%
COc1ccc(N2C(=O)CC(NNc3ncc(Cl)cc3Cl)C2=O)cc1 (centres undefined)
 : -2.0	2.2%
CN(C)C(=S)SCC(=O)Nc1cccc(C(F)(F)F)c1
 : 3.4	1.2%
O=c1cc(N2CCC3(CC2)OCCO3)[nH]c(=O)n1-c1ccc(Br)cc1
 : 8.1	-9.7%
COc1ccc(C2C(C#N)=C(N)N(c3ncn[nH]3)C3=C2C(=O)CCC3)cc1 (centres undefined)
 : -6.1	9.5%
C=CCOc1ccc(/C=N/NC(=O)CN2CCOCC2)cc1OCC
 : 5.8	5.7%
Cc1cc(C)nc(/N=C(\N)Nc2cccc(OCc3ccccc3)c2)n1
 : -9.5	-17.2%
O=C(Cn1c(NCCO)nc2ccccc21)NCCc1ccc(F)cc1
 : 8.4	-1.0%
FC(F)(F)c1cccnc1Oc1ccc(C2=NCCS2)cc1
 : -6.8	-2.9%
Cc1nn(-c2ccccc2)c2nc3c(cc12)C(=O)CCC3
 : -5.0	-0.3%
CC(C(=O)O)n1ncc2ccccc2c1=O (centres undefined)
 : 2.8	5.6%
COc1ccc(OCc2nnnn2-c2ccccc2)cc1
 : 9.1	2.8%
CCn1ncc([C@@H]2C[C@H]3CN(Cc4cccc(Cl)c4)C(=O)[C@]34CCCN24)c1C
 : .	0.4%
CCOC(=O)c1c(C)oc2c1c(CN1CCN(C(=O)OCC)CC1)c(O)c1ccccc12
 : .	2.3%
COC(=O)C1=C(C)N(C2CCCC2)C(=O)C1(NC(C)=O)C(F)(F)F (centres undefined)
 : .	1.3%
O=C1CCCC2=C1C(c1ccccc1O)C1=C(CCCC1=O)O2
 : 4.7	3.6%
COc1ccc(CN2C(=O)c3ccccc3C2C(=O)NCCc2ccccc2)c(OC)c1 (centres undefined)
 : -8.1	1.3%
Cc1ccc(NC(=O)C(OC(=O)c2cc(C)oc2C)c2ccccc2)cc1 (centres undefined)
 : 7.8	6.2%
CCN(CC)S(=O)(=O)c1cccc(NC(=O)COC(=O)c2cc(C)oc2C)c1
 : 2.8	-4.1%
O=C(Cn1c(NCCO)nc2ccccc21)c1ccco1
 : 6.8	1.3%
CC(C)n1c(-c2ccc(N(C)C)cc2)nc2ccccc21
 : -5.2	-7.0%
O=C(O/N=C\c1ccc(N2CCOCC2)c([N+](=O)[O-])c1)c1ccccc1Cl
 : -3.5	.
CCS(=O)(=O)N1CCC(C(=O)NCCCN2CCC(Cc3ccccc3)CC2)CC1
 : -10.2	.
O=C1NC(=O)/C(=C\c2ccccc2OCc2ccccc2)S1
 : .	3.3%
Cc1nc(-c2ccccc2)sc1C(=O)CSc1ccc(F)cc1
 : 0.0	0.8%
Cc1cc(C(=O)COC(=O)CCCN2C(=O)c3ccccc3C2=O)c(C)n1C
 : -2.7	-5.8%
Cc1c(-n2cc(C(=O)O)c(=O)c3cc(F)c(N4CCCC4)c(F)c32)c(=O)n(-c2ccccc2)n1C
 : .	-1.5%
Oc1ccc(-c2csc(Nc3ncccn3)n2)cc1O
 : 6.4	7.6%
COc1ccc(N2CCN(C(C)=C3C(=O)c4ccccc4C3=O)CC2)cc1
 : -9.3	2.3%
CCOC(=O)C(=CNc1ccccc1C)C(=O)OCC
 : -3.5	-0.2%

Remaining list, next part
Value order – Mtb RmlCD inh	GlmU inhibition
O=C(NCc1ccccc1)NC1(C(=O)N2CCN(c3ccccc3)CC2)CCCCC1
 : .	-0.3%
COc1ccc(Nc2nnc(Cc3ccc(Cl)cc3)c(=O)[nH]2)c(OC)c1
 : -4.6	1.4%
CC(C)CC(=O)Nc1ccnc(-c2ccncc2)n1
 : 7.7	-0.3%
CC(C)Cc1ccc(/C=C/C(=O)N2CCCCC2)cc1
 : 6.7	-0.9%
CCN(CC)S(=O)(=O)c1ccc(NC(=O)CN(c2cccc(F)c2)S(C)(=O)=O)cc1
 : 4.1	4.9%
COc1ccc(/C(C)=N/OCC(=O)N2CC3(C)CC2CC(C)(C)C3)cc1 (centres undefined)
 : -7.3	-1.0%
Cc1ccc(-c2[nH]c(=O)n3ccncc23)s1
 : 13.7	-1.7%
O=C(COc1cccnc1[N+](=O)[O-])NCc1ccc2c(c1)OCO2
 : .	3.2%
O=C(c1ccccc1)c1c(O)nc(-c2ccccc2)n(-c2ccccc2)c1=O
 : -11.2	9.2%
CC1=CC(c2ccccc2)n2nc(NC(=O)CCC(=O)O)nc2N1 (centres undefined)
 : .	-1.3%
CC(C)(C)c1nnc(NC(=O)CCn2cnc3ccccc3c2=O)s1
 : .	7.9%
COc1ccc(CCNc2oc(COc3ccc(F)cc3)nc2C#N)cc1
 : .	-2.7%
Cc1ccc(-c2n[nH]c(=S)n2/N=C/c2cc3c(cc2[N+](=O)[O-])OCO3)cc1
 : -3.2	0.8%
COC(=O)C1=CN(C(C)C)C=C(C(=O)OC)C1c1cc2c(cc1Br)OCO2
 : -0.8	1.4%
CCOC(=O)c1[nH]c2ccc(OCC)cc2c1NC(=O)CN1CCC2(CC1)OCCO2
 : .	2.6%
C=CCc1cccc2ccc(=O)oc12
 : -10.2	-2.7%
COc1cc(/C=N/NC(=O)CSc2ccccn2)ccc1O
 : .	2.8%
COc1ccc(OCC(O)COc2ccc(C(=O)O)cc2)cc1 (centres undefined)
 : .	4.7%
CN1CCN(NC(=O)c2ccc(Br)s2)CC1
 : .	0.5%
O=C(Nc1nc2n(n1)C(c1ccccc1)CC(c1ccc(Cl)cc1)N2)c1ccco1 (centres undefined)
 : .	-0.9%
CCOC(=O)C1=NN(C(=O)Cc2ccccc2)C(O)(c2ccc(Cl)cc2)C1 (centres undefined)
 : -8.9	3.7%
CCC(=O)Nc1ccc(Cl)c(NC(=O)c2c(OC)cccc2OC)c1
 : 8.6	-1.2%
COc1cccc(/C=N/NC(=O)CNC(=O)c2ccc3c(c2)OCCO3)c1O
 : 19.4	-8.3%
Cc1ccc(NC(=O)COC(=O)CC2CCCC2)cc1Cl
 : 3.9	1.9%
COc1ccc(OCC(=O)N2CCN(C(=O)c3ccc([N+](=O)[O-])cc3)CC2)cc1
 : 9.8	-0.5%
Cc1ccc(C(=O)OCC(=O)Nc2ccccc2Sc2ccccc2)cc1C
 : -8.6	0.1%
CC1(C)NC(=O)N(CC(=O)O)C1=O
 : 102.3	2.2%
CCn1cnc2cc([N+](=O)[O-])ccc21
 : -11.9	7.6%
Cc1ccc(C2SCC(=O)Nc3c2c(=O)[nH]n3C2CCOC(C)(C)C2)cc1 (centres undefined)
 : 15.1	1.6%
Nc1nc(NC(=O)/C=C/c2ccc(F)cc2)nn1-c1ccccc1
 : .	0.5%

Later entries
Value order – Mtb RmlCD inh	GlmU inhibition
CCOc1ccc(NC(=O)Nc2cc(C)ccc2F)cc1
 : -6.2	5.5%
CC(c1ccco1)N(C(=O)C12CC3CC(CC(C)(C3)C1)C2)c1ccccn1 (centres undefined)
 : -39.5	0.3%
COC(=O)COc1ccc(C(=O)OC)cc1
 : -11.2	2.2%
O=C(c1ccccc1Br)N1CCn2c1nc1ccccc12
 : .	7.9%
CC(=O)N(C1=NCCCS1)c1ccc(F)cc1
 : 14.9	7.7%
OCC[C@H]1C[C@@H](O)[C@H](O)[C@]2(CCCO2)O1
 : .	-2.3%
O=C(CSc1nc2ccccc2c(=O)n1Cc1ccco1)NCCN1C(=O)CSC1=O
 : -9.1	-3.7%
CC(=NCCCNC1CCCCC1)C1=C(O)CC(C)(C)CC1=O
 : -5.3	5.2%
COc1ccccc1-n1c(CNC(=O)COc2ccccc2)n[nH]c1=S
 : -0.6	3.1%
CCc1c(-c2ccccc2)nc2sc3c(c2c1N)CCCC3
 : 7.5	6.5%
COc1ccc(-c2nc(CSCC(=O)N3CCc4ccccc4C3)c(C)o2)cc1OC
 : -7.7	6.0%
CCCCN(C)C(=O)c1sc2ncn(CC)c(=O)c2c1C
 : 15.9	-2.4%
Cc1ccc(-n2nnnc2-c2cnc(-c3cccnc3)nc2C(F)(F)F)cc1
 : .	0.3%
O=C(Cn1nc2n(c1=O)-c1ccccc1SC2)N/N=C/c1ccncc1
 : -6.7	-0.8%
CCC(C)NC(=O)C(CCSC)NC(=O)c1ccccc1 (centres undefined)
 : -3.2	0.1%
CCOC(=O)C1=C(C)OC(N)=C(C#N)C1c1cc2ccccc2nc1N1CCCCC1 (centres undefined)
 : .	-2.1%
CNCCc1c[nH]c2ccccc12
 : -12.0	2.2%
CCOC(=O)c1cn2cccnc2n1
 : -5.3	1.5%
COc1cc2nc(CN(C)Cc3ccc(Cl)cc3)[nH]c(=O)c2cc1OC
 : 5.0	-6.7%
CCOC(=O)C1=C(c2ccccc2)Nc2ncnn2C1c1cccc(OC)c1OC (centres undefined)
 : -5.4	2.9%
COc1ccc(C2SCC(=O)N2CCCN(C)C)cc1 (centres undefined)
 : .	-1.5%
CC(=O)Nc1cccc2c1C(=O)N(c1ccc(OC(C)=O)cc1)C2=O
 : .	-1.0%
O=C(O)c1cccc(N2C(=O)c3ccc(C(=O)c4cccc([N+](=O)[O-])c4)cc3C2=O)c1
 : 13.4	-2.3%
CCOC(=O)CC(=O)CSc1ncnc2c1nnn2-c1ccc(OC)cc1
 : -13.3	-2.1%
CC(CO)N1CCS(=O)(=O)CC1 (centres undefined)
 : .	-0.2%
CC(C)OCCCN1C(=O)c2[nH]nc(-c3ccccc3O)c2C1c1cccc(Cl)c1 (centres undefined)
 : .	-4.0%
Cn1c2ccccc2c2nn(-c3ccccc3)c(=O)cc21
 : 6.7	5.0%
CC(c1ccccc1)N1CCN(C(=O)CCl)CC1 (centres undefined)
 : -15.6	-0.5%
N#CCCn1cc(C(=O)N2CCCCC2)c(-c2ccc([N+](=O)[O-])cc2)n1
 : 3.0	-5.7%
CCOc1ccc(C(=O)NC(C)C2COc3ccccc3O2)cc1 (centres undefined)
 : -0.1	-5.6%

3 compounds already listed, arranged by count of non-hydrogen atoms, low to high:
Value order – Mtb RmlCD inh	GlmU inhibition
CC(=O)N(C1=NCCCS1)c1ccc(F)cc1
 : 14.9	7.7%
CCCCN(C)C(=O)c1sc2ncn(CC)c(=O)c2c1C
 : 15.9	-2.4%
CC(c1ccco1)N(C(=O)C12CC3CC(CC(C)(C3)C1)C2)c1ccccn1 (centres undefined)
 : -39.5	0.3%

(cont.)
Value order – Mtb RmlCD inh	GlmU inhibition
CN=c1scc(-c2ccc(Cl)cc2)n1C
 : 18.1	4.5%
CN1CCN(Cc2c(C#N)c3ccccc3n2C)CC1
 : .	-1.3%
CCOC(=O)c1cc2c(C)n(-c3ccc(OCC)cc3)c(C)c2ccc1=O
 : -0.1	6.9%
COc1ccc(C2C(C(C)=O)=C(O)C(=O)N2c2ccc(Br)cn2)cc1 (centres undefined)
 : .	6.8%
O=C1OC(C(=O)Nc2ccccc2)Cc2ccccc21 (centres undefined)
 : -5.4	3.3%
CCn1nc(C(=O)Nc2ccccc2C)c(Cl)c1Cl
 : .	-2.8%
O=C(NCc1ccccn1)C12CC3CC(CC(C3)C1)C2
 : 2.5	1.3%
S=c1[nH]ccn1Cc1ccccc1
 : 1.7	3.7%
O=C(OCCCCN1C(=O)c2ccccc2C1=O)c1n[nH]c2ccccc12
 : -1.1	-2.1%
CCn1nc(NS(=O)(=O)c2ccccc2)c2cc3cccc(C)c3nc21
 : -14.8	5.4%
Cc1ccc(CCNS(=O)(=O)c2ccc(C)cc2)cc1
 : -9.3	-2.1%
N#C/C(=C\c1ccc(-c2nc3ccccc3s2)o1)C(N)=O
 : -9.5	-10.6%
CC(C)c1oc(=O)cc2c1[C@@H](O)[C@H]1OC(=O)[C@@]3(C)CC[C@@H](O)[C@@]2(C)C13 (some centres undefined)
 : .	-1.0%
CC(=O)c1cccc(NC(=S)NC(=O)c2cccc(C)c2)c1
 : -11.5	1.0%
O=C1c2oc3ccc(Br)cc3c(=O)c2C(c2cccc(F)c2)N1CCO (centres undefined)
 : -2.4	-6.1%
O=C1CN(c2nnnn2-c2ccccc2)CCN1
 : 6.7	-1.3%
COCCN1C(=O)c2oc3cc(C)c(C)cc3c(=O)c2C1c1cccc(O)c1 (centres undefined)
 : .	2.3%
Cc1cnc(NC(=O)Cc2cccs2)s1
 : 36.6	-3.3%
Cc1csc(NC(=O)C2CCCO2)n1 (centres undefined)
 : 12.2	3.1%
COC(=O)C1=CN(Cc2cccs2)C=C(C(=O)OC)C1c1cccc(Cl)c1
 : 7.3	0.7%
C=CCn1c(SCc2nc3ccccc3nc2C)nnc1-c1ccoc1C
 : -10.8	-2.5%
O=C(COc1ccc(Cl)cc1Cl)NC(=S)Nc1ccccc1C(=O)O
 : 0.6	-1.5%
O=C(/C=C/c1cccc([N+](=O)[O-])c1)N1CCN(S(=O)(=O)c2cccs2)CC1
 : -9.9	-6.6%
COc1ccc(/C=N/NC(=O)c2ccc3ccccc3c2)cc1OS(=O)(=O)c1ccc(NC(C)=O)cc1
 : .	2.0%

A second format for part of the listing above.
smiles	Mtb RmlCD inh	GlmU inhibition
CCn1nc(C(=O)Nc2ccccc2C)c(Cl)c1Cl	.	-2.8%
C=CCn1c(SCc2nc3ccccc3nc2C)nnc1-c1ccoc1C	-10.8	-2.5%
O=C1c2oc3ccc(Br)cc3c(=O)c2C(c2cccc(F)c2)N1CCO (centres undefined)	-2.4	-6.1%

From PubChem
